Screens deposited in PubChem by National Center for Advancing Translational Sciences (NCATS).
GCN5L2 inh: GCN5L2 (KAT2A) acetyltransferase inhibition | GCN5L2 HAT assay, ThioGlo1 CoA-SH fluorescence | AID 504327 | 0.21% of 390,000 active | Potency, µM (highest dose often 58.9 µM), without a hit: at the top dose activity change, negative = inhibition, actives largely listed as inhibitors
Target sequence (Q92830 whole entry, looked up): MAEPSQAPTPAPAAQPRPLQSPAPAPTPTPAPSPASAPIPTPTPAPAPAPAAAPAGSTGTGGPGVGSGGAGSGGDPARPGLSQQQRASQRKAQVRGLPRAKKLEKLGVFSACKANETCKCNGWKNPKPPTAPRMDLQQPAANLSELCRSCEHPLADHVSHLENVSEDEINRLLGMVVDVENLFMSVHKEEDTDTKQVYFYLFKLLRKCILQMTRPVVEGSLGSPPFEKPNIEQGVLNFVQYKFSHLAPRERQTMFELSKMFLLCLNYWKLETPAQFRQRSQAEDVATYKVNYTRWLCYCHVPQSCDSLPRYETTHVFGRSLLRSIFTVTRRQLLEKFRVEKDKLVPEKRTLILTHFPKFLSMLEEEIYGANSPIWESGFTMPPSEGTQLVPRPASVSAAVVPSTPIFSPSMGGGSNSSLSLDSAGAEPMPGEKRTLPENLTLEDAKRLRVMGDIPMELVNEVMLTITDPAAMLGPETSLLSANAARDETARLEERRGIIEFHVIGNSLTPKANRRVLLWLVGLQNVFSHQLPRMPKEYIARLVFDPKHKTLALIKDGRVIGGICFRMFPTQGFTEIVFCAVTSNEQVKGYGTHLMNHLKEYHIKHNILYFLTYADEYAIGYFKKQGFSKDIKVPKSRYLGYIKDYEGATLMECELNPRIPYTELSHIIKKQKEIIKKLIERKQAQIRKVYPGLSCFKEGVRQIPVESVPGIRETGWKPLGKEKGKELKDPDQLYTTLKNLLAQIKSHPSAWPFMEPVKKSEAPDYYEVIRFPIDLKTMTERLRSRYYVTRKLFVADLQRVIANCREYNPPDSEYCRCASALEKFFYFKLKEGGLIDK
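qHTS, 1536-well. 20nM enzyme, pH 7.5 HEPES/EDTA/Tween-20 buffer; 15 min compound preinc., RT. Start: 75uM H3(1-25), 70uM AcCoA, 50uM ThioGlo1. Read Ex340/Em540 at t=0 (autofluorescence flag) and t=20 min.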
TDP1 cell noCPT: qHTS for Inhibitors of human tyrosyl-DNA phosphodiesterase 1 (TDP1): qHTS in cells in absence of CPT; DT40 Tdp1-/- hTDP1 cells, no CPT, ATP luminescence, 48 h; Potency, µM (titrated, usually from 46.2 µM), inactives show top-dose activity change, negative = growth inhibition, hits mostly inhibitors; 15% of 420,000 active; AID 686978, 2013; further: nearly all actives have a fitted effect of over 55% in size
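Camptothecin absent (DMSO only). Human TDP1-complemented DT40 knockout cells, 400 cells/well, 37 °C for minimum 48 hr; ATP measured via CellTiter-Glo, 30 min dark incubation, luminescence.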
DT40 TDP1 CPT: DT40-hTDP1 cell growth loss with CPT; AID 686979; chicken DT40 Tdp1-/-;hTDP1 cells + 20 nM CPT, ATP luminescence, 48 h; Potency, µM (doses to about 46.2 µM), inactives show at the top dose activity change, negative = growth inhibition, usual class: inhibitors; 12% of 420,000 active; further: nearly all actives have a fitted effect of over 55% in size
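Chicken DT40 Tdp1-/- cells complemented with human TDP1, 400 cells/well, exposed to compounds plus 20 nM camptothecin for at least 48 h at 37 C; viability read as ATP content by CellTiter-Glo luminescence.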
An asterisk follows results filed as active; u = inconclusive; x = not tested or not shown; [ ] = dose if it differs, or a comment. The call rests on the fitted dose curve; in most records, active means well fitted curve in the direction sought with a large enough effect; inconclusive means small, poorly fitted or top-dose-only effect, or another doubt; inactive means no such curve, though single readings can be large; an effect the other way counts as inactive or inconclusive. On the % scale 0 is the no-effect control and ±100 the full control effect; potency means the concentration at half of the fitted maximal effect. No enrichment for hits. About 18% of those tested had a hit in this group.

canonical_smiles | DT40 TDP1 CPT | GCN5L2 inh | TDP1 cell noCPT
COc1ccc(C2=Nc3ccccc3N(C(=O)c3cnccn3)C2C(=O)NC2CCCC2)cc1 (centres undefined) | 0.1% | x | -18.6%
Cc1ccc(C)c(NC(=O)CCN2CCOCC2)c1 | 2.6% | 2.5% | -1.6%
Cc1ccc(S(=O)(=O)CC2CSc3nc4ccccc4n32)cc1 (centres undefined) | 1.84µM* | -8.5% | 1.84µM*
CC(=O)Nc1sc(-c2ccccc2)nc1-c1ccccc1 | 0.8% | 1.6% | -14.7%
COc1ccc(NC(=O)c2ccc3c(c2)N(Cc2cccc(Cl)c2)C(=O)c2ccccc2S3=O)cc1Cl (centres undefined) | u | -3.4% | u
C=CCc1cccc2cc(C(=O)N3CCN(C(=O)c4ccco4)CC3)c(=O)oc12 | -14.5% | -7.4% | -8.8%
Cc1ccc2c(c1)nnn2C1CCN(S(=O)(=O)c2ccc(C(=O)NC3CCCC3)cc2)CC1 | u | -4.7% | u
CC1CN(c2ccccc2)c2nc3c(c(=O)[nH]c(=O)n3C)n2C1 (centres undefined) | -15.5% | -14.2% | -12.1%
CCOc1cccc2c1OC(c1cc(OC)c(OC)c(OC)c1)N1N=C(c3ccc(C)o3)CC21 (centres undefined) | u | -10.8% | 25.9µM*
CCCN1CCN(CC(O)COC(c2ccc(OC)cc2)c2ccc(OC)cc2)CC1 (centres undefined) | -15.7% | -3.9% | -15.1%
CSc1nc(N)nc(SCC(=O)c2ccccc2)c1C#N | u | 1.2% | u
COc1ccccc1CN(Cc1cc2cc3c(cc2[nH]c1=O)OCCO3)Cc1nnnn1Cc1ccco1 | 25.9µM* | u | u
O[C@H]1CN(Cc2cccs2)[C@@H](c2ccccc2)C[C@@H]1n1cc(-c2ccc(F)cc2)nn1 | u | x | u
O=C(CN1C(=O)C2C3c4ccccc4C(c4ccccc43)C2C1=O)Nc1ccccc1C(=O)O (centres undefined) | -3.0% | -1.9% | -3.3%
CCOC(=O)c1cc(=O)n2[nH]c(-c3ccc(C)cc3)cc2n1 | -16.2% | u | -23.5%
CCOC(=O)N(C)c1c(CC)nc2c(OCc3ccc(F)c(F)c3)cccn12 | u | x | 20.6µM*
CC(=O)Nc1ccc(C(=O)NC(CC(=O)O)c2ccc(Cl)cc2)cc1 (centres undefined) | 3.0% | -2.8% | 6.8%
Cc1cccc(C(=O)OCC(=O)NC(C)C2CC3CCC2C3)c1O (centres undefined) | u | -4.7% | 16.4µM*
CC(C)(C)c1ccc(C(=O)CCC(=O)NCc2ccccc2)cc1 | u | -9.0% | u
Cn1c(=O)c2[nH]c(COc3ccc(C(C)(C)C)cc3)nc2n(C)c1=O | 8.2µM* | -8.0% | 4.61µM*
CC(Sc1nnc2ccc3ccccc3n12)C(=O)Nc1ccc(Cl)cc1 (centres undefined) | 14.6µM* | -6.9% | u
Cc1ncc(CO)c(/C=N/NC(=S)Nc2ccc(Cl)c(Cl)c2)c1O | 16.4µM* | -19.8% | 13µM*
[2H]c1c([2H])c([2H])c(-c2nc(N3CCCCCC3)sc2C(=O)c2ccccc2)c([2H])c1[2H] | u | -7.3% | u
COc1cc(OC)cc(/C(N)=N/O)c1 | 1.6% | -1.1% | 0.3%
COCCCNC(=O)Cn1ncc2ccsc2c1=O | -8.0% | -0.7% | 3.2%
O=c1ccn([C@@H]2O[C@H](CNCc3cccn3-c3ccncc3)[C@@H](O)[C@H]2O)c(=O)[nH]1 | u | x | -20.5%
COc1ccc2nc(NC(=O)c3cc(=O)c4cc(C)cc(C)c4o3)sc2c1 | 4.7% | 0.1% | -11.4%
CCS(=O)(=O)N1Cc2ccccc2CC1C(=O)Nc1ncc(C)s1 (centres undefined) | -18.0% | -13.9% | -7.4%
CCOc1ccc(-n2nnc3c(=O)n(CC(=O)NCc4ccco4)cnc32)cc1 | -21.7% | -2.5% | 0.4%
O=C(O)Cc1csc(-c2ccccc2)n1 | -7.8% | -5.7% | -8.1%
Cc1sc(NC(=S)NC(=O)c2ccco2)c(C(N)=O)c1C | 12.8% | -5.7% | 0.2%
CCC(C)n1c(SCC(=O)Nc2ccccc2C(=O)OC)nc2ccsc2c1=O (centres undefined) | 16.4µM* | -10.4% | 18.4µM*
CC(=O)N1CCc2cc(S(=O)(=O)Nc3ccc(C)cc3)ccc21 | u | 4.2% | u
Cc1csc(NC(=O)c2cccs2)n1 | -14.5% | -1.5% | -22.9%
O=C(Nc1nc2nc(-c3ccccc3)cc(=O)n2[nH]1)c1ccccc1 | 2.3% | -5.0% | -27.7%
Cc1cc(C)n(-c2nc3ccccc3nc2Nc2cccc(C(=O)NCCc3ccccc3)c2)n1 | -21.7% | -4.0% | u
CCCCn1c(-c2ccc(Br)cc2F)nc2c1c(=O)[nH]c(=O)n2CC(C)C | 20.6µM* | -7.3% | 23.1µM*
O=C(Nc1cccc(S(=O)(=O)N2CCCCC2)c1)C1COc2ccccc2O1 (centres undefined) | u | -3.3% | u
Cc1ccc(C)c2c3c([nH]c12)-c1nonc1CC3 | -0.6% | -3.5% | u
CC1CCCN(C(=O)Cn2nnc(-c3ccc(N(C)C)cc3)n2)C1 (centres undefined) | 4.7% | u | -21.8%
O=S(=O)(Nc1nc2ccccc2nc1Cl)c1ccc(Cl)cc1 | -0.4% | -8.1% | u
C=CCn1c(SCC(=O)Nc2ccc(O)cc2)nc2sc(C)c(C)c2c1=O | 2.4% | x | -19.5%
O=C(COC(=O)C12CC3CC(CC(O)(C3)C1)C2)Nc1ccccc1OC(F)F | -2.4% | 0.0% | -9.6%
Cc1ccc(OCCSc2nc(NC(C)C)nc(NC(C)C)n2)cc1 | u | -21.9% | u
N#Cc1ccccc1OCC(=O)NC(=O)NC1CCS(=O)(=O)C1 (centres undefined) | -26.3% | -7.9% | -15.1%
COc1ccccc1C1/C(=C(/O)c2ccc(OC(C)C)cc2)C(=O)C(=O)N1c1cc(C)on1 (centres undefined) | -24.7% | -12.9% | -14.2%
COc1cc(OC)cc(-c2c(-c3cccs3)c3cc(-c4cc(OC)c(OC)c(OC)c4)ccc3n2C)c1 | u | -12.3% | -51.5%
CCCn1nc2cc(C(=O)NCc3ccc(C)cc3)ccc2c1OC | u | u | -26.6%
Cc1nc2c(C)cccn2c1/C(O)=C1\C(=O)C(=O)N(CCN(C)C)C1c1ccccc1 (centres undefined) | 28.9% | -4.4% | 0.2%
O=C(NNS(=O)(=O)c1ccc2ccccc2c1)c1cccnc1 | -21.0% | -2.3% | -23.7%
C#CCOC(=O)c1csc2nnsc12 | 1.7% | -5.9% | 5.2%
N#CCc1c[nH]c2ccc([N+](=O)[O-])cc12 | u | x | u
O=C(COC(=O)c1cccc(Cl)c1)NC1CCS(=O)(=O)C1 (centres undefined) | -6.1% | 3.1% | -15.4%
CC1=C(C(N)=O)C(c2ccccc2F)NC(=O)N1 (centres undefined) | -4.7% | 108.5%[activator][0.501 µM] | 5.7%
O=C(O)C1=C(C2CCCCC2)C(=O)c2ccccc21 | -25.5% | x | -29.9%
Cc1cccc(C(C)C)c1NC(=O)COC(=O)CCC(=O)N(CC(C)C)c1c(N)n(CC(C)C)c(=O)[nH]c1=O | -2.1% | x | -15.7%
CCOC(=O)CNC(=O)CSc1ccc(-c2nc3ccccc3[nH]2)cn1 | -19.1% | u | u
CCCCOc1ccc2ccccc2c1C=O | -26.5% | -2.8% | 7.9%
CC(C)c1ccc(C(C)NC(=S)NC2CCCCC2)cc1 (centres undefined) | 18.4µM* | -5.3% | 4.61µM*
N#C/C(=C\c1ccccc1[N+](=O)[O-])c1nc(C2CC2)cs1 | u | -8.0% | u

(cont.)
canonical_smiles | DT40 TDP1 CPT | GCN5L2 inh | TDP1 cell noCPT
COc1ccc(CN(Cc2cccn2C)S(=O)(=O)c2ccccc2)cc1 | 12.2% | -6.7% | -21.4%
O=C(CN1C(=O)c2ccccc2C1=O)NCC(=O)OCC(=O)c1ccc(Br)cc1 | -0.4% | -9.6% | -4.1%
COc1ccc(N(CC(=O)Nc2ccc(OC)c(Cl)c2)S(=O)(=O)c2c(C)noc2C)cc1 | 20.6µM* | 3.0% | 20.6µM*
Cc1cccc(CCNC(=O)C2CCN(S(=O)(=O)c3ccccc3)CC2)c1 | -3.9% | -3.1% | u
COc1ccc(OC)c(NC(=O)COC(=O)c2n[nH]c3ccccc23)c1 | 20.6µM* | -4.0% | 16.4µM*
O=C(NNc1ncnc2c1cnn2-c1ccccc1)c1ccccc1 | -19.3% | -9.8% | u
Cc1ccc2nc(SCC(=O)N(CC(C)C)c3c(N)n(CC(C)C)c(=O)[nH]c3=O)[nH]c2c1 | -27.7% | -5.1% | -3.6%
S=c1nc(NCc2cccc(Cl)c2)c2ccccc2[nH]1 | -8.4% | -0.9% | -1.7%
CC(NCC(=O)Nc1ccccc1C(=O)NC1CC1)c1cccc(Cl)c1 (centres undefined) | u | -9.8% | u
O=C(NC1CCCCC1)C(c1ccco1)N(C(=O)C(F)(F)F)C1CC1 (centres undefined) | -4.8% | 0.3% | -11.8%
CCOc1ccc(NC(=O)CSc2nnc(CNC(=O)c3cccs3)o2)cc1 | -10.6% | 1.5% | 8.4%
COc1ccc(S(=O)(=O)N2CCCCC2)cc1NC(=O)CNc1ccccc1N1CCCC1=O | -2.0% | -0.2% | 16.9%
CN(C)CC1CCC/C(=C/c2ccc(Cl)cc2)C1=O (centres undefined) | 0.517µM* | x | 0.581µM*
CSCC[C@H](NC(=O)N1CCn2c1nc1ccccc12)C(=O)NCc1ccc(C)cc1 | u | -9.0% | u
CCCCN(C1CCS(=O)(=O)C1)S(=O)(=O)c1ccc(C(C)C)cc1 (centres undefined) | u | -8.2% | u
Cc1c(C(=O)N2CCNCC2)oc2ccccc12 | 7.9% | 0.0% | 7.4%
O=C1CCCc2nc(N3CCc4ccccc43)ncc21 | -28.3% | -9.5% | -25.7%
CCCCOC(=O)c1ccc(NC(=O)c2cnc3ccc(C)cn3c2=O)cc1 | 0.4% | 1.1% | -1.4%
Cc1ccc(CNC(=O)C(Cc2ccccc2)NS(=O)(=O)c2cccs2)cc1 (centres undefined) | u | -4.7% | -20.5%
CCOC(=O)c1nc(-c2ccc3c(c2)OCO3)[nH]c1C | u | -1.9% | u

Full records from above. Values in the order: DT40 TDP1 CPT, GCN5L2 inh, TDP1 cell noCPT
Shown for `COc1ccc(N(CC(=O)Nc2ccc(OC)c(Cl)c2)S(=O)(=O)c2c(C)noc2C)cc1` = 20.6µM*, 3.0%, 20.6µM*
Shown for `CN(C)CC1CCC/C(=C/c2ccc(Cl)cc2)C1=O` (centres undefined) = 0.517µM*, x, 0.581µM*
Shown for `Cc1ccc2nc(SCC(=O)N(CC(C)C)c3c(N)n(CC(C)C)c(=O)[nH]c3=O)[nH]c2c1` = -27.7%, -5.1%, -3.6%
Shown for `Cc1ccc(CNC(=O)C(Cc2ccccc2)NS(=O)(=O)c2cccs2)cc1` (centres undefined) = u, -4.7%, -20.5%

In a second layout: entries from further up
Each structure is followed by: DT40 TDP1 CPT | GCN5L2 inh | TDP1 cell noCPT
CCCCOC(=O)c1ccc(NC(=O)c2cnc3ccc(C)cn3c2=O)cc1
    0.4% | 1.1% | -1.4%
Cc1ccc(CNC(=O)C(Cc2ccccc2)NS(=O)(=O)c2cccs2)cc1 (centres undefined)
    u | -4.7% | -20.5%

The results go on.
canonical_smiles | DT40 TDP1 CPT | GCN5L2 inh | TDP1 cell noCPT
CC(C)c1ccc(NC(=O)CCCN2C(=O)NC(C)(C)C2=O)cc1 | -4.0% | -3.6% | 15.4%
CCCC(=O)N1CCN(Cc2ccc3c(c2)OCO3)CC1 | 9.6% | 0.7% | -16.7%
COc1ccccc1CN(C)C(=O)COC(=O)c1c(C)noc1C | -16.5% | -2.9% | -22.5%
CCOc1cc(N2CCOCC2)c(OCC)cc1NC(=O)COC(=O)c1ccc(Cl)nc1 | -16.7% | -6.6% | -19.8%
O=C(COC(=O)Cc1ccc(Br)cc1)NC1CCCCC1 | -0.6% | -4.4% | -20.1%
Cc1cccn2cc(-c3cccc(S(=O)(=O)N4CCOCC4)c3)nc12 | 1.0% | -4.0% | -15.0%
O=C(COc1ccccc1)N(Cc1cc2ccccc2[nH]c1=O)CC1CCCO1 (centres undefined) | u | -2.5% | u
Cc1ccc(Cl)cc1-n1nnc(-c2nc(-c3ccc4c(c3)OCO4)no2)c1C | u | 31.6%[activator] | 20.6µM*
